Lipid droplet = hepatic lipid droplet formation modulation | AML12 mouse hepatocytes, oleate lipid droplets, BODIPY imaging | inhibition, % at 6.5 µM | actives 0.4% (n = 240,000) | AID 1656;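 active = lipid droplet intensity inhibited by at least 50%, with more than 500 cells counted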
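Test system: AML12 mouse liver cells; schedule: overnight exposure; technique: high-content imaging of BODIPY-stained droplets and DAPI nuclei; read-out: % inhibition of corrected integrated BODIPY droplet signal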
b-catenin transl = alters nuclear translocation of beta-catenin in HeLa cells; immunofluorescence imaging; AID 1665; nuclear translocation activity, % at 5 µM; actives 0.3% (n = 190,000);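 active = nuclear translocation activity above 50% at 5 µM, with a well cell count of 50 or more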;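 also: per-cell ratio of nuclear to cytoplasmic median beta-catenin stain intensity; plate controls were DMSO negative control for no effect and GSK-3 inhibitor IX positive control for full effect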
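Technique: fluorescence imaging of beta-catenin antibody stain plus DAPI / Material: human HeLa cell line / Incubation: compound treatment 24 h, 37°C, 5% CO2 / Read-out basis: % activation of per-cell nuclear versus cytoplasmic median beta-catenin signal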
Insulin prom up = MIN6 insulin promoter up-regulation | MIN6 insulin promoter-GFP reporter, high-content imaging; hits give high values | z-score at 5 µM | actives 0.3% (n = 190,000);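 active = z-score above 3 at 5 µM with at least 500 cells counted in the well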
MT stabilizer = microtubule stabilizers in HeLa cells. HeLa tubulin immunostaining HCS, 24 h; share of cells brighter than vehicle mean+2SD. % tubulin-high responders, % at 10 µM. actives 0.83% (n = 200,000);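 active = plate Z-score above 3 for both tubulin-high and condensed-nucleus cell shares, with cell loss under 80%, at 10 µM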;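 also: anti alpha tubulin signal scored within the nucleus-defined area of each cell; some results filed as inactive read as strong as hits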
WT yeast gro inh = growth inhibition of WT yeast, mitochondrial fusion screen | mitochondrial fusion phenotypic screen, WT strain | inhibition, % at 10 µM | actives 2.1% (n = 190,000) | AID 1362; in the data active = inhibition above about 58%; tested in S. cerevisiae
ER stress rescue = rescue of cells from ER stress-induced death, primary screen, 384-well, CSM14.1, thapsigargin, ATP luminescence (AID 1222); CSM14.1 thapsigargin-induced death rescue, ATP luminescence; higher % means a stronger effect; one-dose cellular ATP content (survival), % at 20 µM; EC50 in µM for titrated hits; 190,000 tested, under 10 active;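 active = EC50 below 50 µM in the dose-response confirmation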;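 also: death triggered by thapsigargin at about 15 µM added after 2 h compound pretreatment; cell ATP read after overnight thapsigargin exposure of roughly 18 to 22 hours; normalized against plate controls of thapsigargin alone and 5% DMSO vehicle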
Autophagy mod = autophagy modulation, high-content screen | MEF GFP-LC3 puncta imaging; test concentration mostly 10 µM | calls only at 10 µM (by protocol) | actives 0.98% (n = 190,000);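 active = percentage of spot-positive cells more than 3 SD above its plate mean, without a fluorescence outlier flag or 80% toxicity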;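 also: spot-positive cell cutoff set from DMSO-treated cells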
Dynein transport = dynein cargo transport inhibition. 3617.4 mouse cells, GR-EGFP nuclear translocation imaging; test concentration mostly 20 µM; stimulated with dexamethasone, 1 µM; hits give low values. z-score, hits read low. actives 0.47% (n = 220,000). AID 1381;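 active = plate z-score of nuclear minus cytoplasmic receptor signal below a set negative limit, without overly bright fluorescence or cell loss, cut at about -3.5 in these data, passing the limit was not always enough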;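 also: z-score of nuclear minus cytoplasmic ring GR-EGFP intensity difference per well; some compounds called inactive have numbers as strong as hits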
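Buffer or medium: tet-free, stripped-serum medium; reagent: dexamethasone at 1.0 µM final, 30 min; incubation: 48 h induction, 1 h compound, 30 min dex at 37 °C; measured by: formaldehyde fixation, Hoechst nuclear stain, 10x automated fluorescence imaging; read-out: nuclear-to-cytoplasmic GR-EGFP distribution per well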
XIAP displacement = XIAP antagonists, biochemical, IAP family, fluorescence polarization (AID 1018); XIAP BIR domain, fluorescence polarization peptide displacement; higher % means a stronger effect; displacement, % at 20 µM; hits with a dose series show IC50 in µM; actives 0.007% (n = 200,000); in the data active = displacement above about 50%; also: a part of the inactive calls stands beside numbers as strong as those of hits
WT yeast gro inh mutant strain = further read-out of WT yeast gro inh, marked with its call; inhibition, %; mitochondrial fusion phenotypic screen, mutant strain inhibition
Dynein transport cytoplasmic EGFP = recorded beside Dynein transport, whose call it bears; z-score; measured here: cytoplasmic GR-EGFP intensity; hits give high values
Dynein transport nuclear GR-EGFP = recorded beside Dynein transport, whose call it bears; z-score; measured here: nuclear GR-EGFP intensity;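 lower value marks the stronger effect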
Dynein transport cell count = further read-out of Dynein transport, marked with its call; z-score; measured here: cell count per field
Insulin prom up cell count = second read-out of Insulin prom up, no call of its own (marks repeat the call); cell count; measured here: cytotoxicity, nuclei count;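 total cells summed across four imaged fields per well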
Lipid droplet cells 6.5 µM = further read-out of Lipid droplet, marked with its call; cell count; measured here: cell count, cytotoxicity flag;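 cells counted across two imaged fields per well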
b-catenin transl cell count 5 µM = also measured in b-catenin transl; calls as there; cell count; measured here: cell count, cytotoxicity flag
MT stabilizer Hoechst-high % = also measured in MT stabilizer; calls as there; % Hoechst-high responders; measured here: nuclear condensation Hoechst responders;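 share of cells brighter than vehicle mean plus two SD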
MT stabilizer cytotoxicity % = further read-out of MT stabilizer, marked with its call; toxicity, %; measured here: cytotoxicity by cell density;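 0% = mean cell density of plate MIN control wells and 100% = no cells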
Autophagy mod cell loss 18 h = further read-out of Autophagy mod, marked with its call; toxicity, %; measured here: cell loss, nuclei count;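 cell loss after 18 h compound exposure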
* = called active by the depositor; i = inactive; x = not tested or not shown.

SMILES	Lipid droplet	Lipid droplet cells 6.5 µM	b-catenin transl	b-catenin transl cell count 5 µM	Insulin prom up	Insulin prom up cell count	MT stabilizer	MT stabilizer Hoechst-high %	MT stabilizer cytotoxicity %	WT yeast gro inh	WT yeast gro inh mutant strain	ER stress rescue	Autophagy mod	Autophagy mod cell loss 18 h	Dynein transport	Dynein transport cytoplasmic EGFP	Dynein transport nuclear GR-EGFP	Dynein transport cell count	XIAP displacement
CSc1ccc(C2C(C#N)=C(N)Oc3cc4c(cc32)OCO4)cc1 (stereo not drawn)	0	734	8.3	1097	-0.59	1241	23	6.1	43	4	10	-2.0%	i	22	-0.09	-0.26	0.2	-0.097	-1.0%
CCCCC(c1nnnn1CCOC)N1CCN(c2cccc(OC)c2)CC1 (stereo not drawn)	x	x	-8.9	970	-1.6	1324	2.7	1.4	0.6	-11	-6	-0.9%	i	-4	1.2	-0.22	1.1	0.26	4.6%
NC(=O)NC(=O)COC(=O)c1ccccc1Oc1ccccc1	x	x	x	x	x	x	3.4	3.2	12	7	7	-1.3%	i	3	0.19	-0.18	0.54	0.5	-6.8%
COC(=O)c1ccc(Cl)c(NC(=O)CN2CCN(C)CC2)c1	8	670	1.9	1100	0.1	805	1.6	0.6	2.2	-12	-13	-1.0%	i	-5	-0.16	0.35	0.16	-0.44	-7.3%
Cn1cc(C(=O)c2cccc(Cl)c2Cl)cc1C#N	13	639	0.4	820	0	1594	5.2	2.1	8.2	0	-4	-2.0%	i	21	0.24	-0.3	0.74	0.74	-1.8%
O=C(Nc1ccc(F)cc1)C1CCCCC1	x	x	-1.0	669	-0.14	1175	1.5	2.2	9.0	10	12	-2.5%	i	-6	0.21	-0.2	0.12	0.27	-6.7%
CCOC(=O)c1ccc(NC(=O)CSc2nc(C)cc(=O)[nH]2)cc1	x	x	-2.3	991	0.29	1558	7.4	1.9	11	-4	-28	1.0%	i	2	0.46	-0.16	0.88	-1.1	-2.2%
O=C1CCC(CCC(=O)N2CCCC(C(=O)c3ccc4c5c(cccc35)CC4)C2)=NN1 (stereo not drawn)	-14	688	-0.8	1150	1.3	1342	4.3	1.7	2.3	4	6	3.8%	i	21	0.75	-0.29	0.14	0.11	-17%
COC(=O)c1cc(OC)c(OC)cc1NC(=O)Nc1cccc(C(C)=O)c1	7	695	-0.4	1482	-0.46	1300	4.8	1.2	13	0	-13	0.2%	i	-2	0.32	-0.4	0.072	0.43	-2.8%
COc1ccc(Cc2nnc(NC(=O)c3ccc(OC)c(OC)c3)s2)cc1OC	6	745	1.1	1029	-0.88	1184	1.8	1.2	1.5	1	2	0.5%	i	-33	0.79	-0.29	0.52	-0.45	-2.4%
CC1SC(C)C(=O)N(CC(=O)NCc2ccc(F)cc2)C1=O (stereo not drawn)	-28	662	-2.2	1134	0.09	1465	4.5	2.5	8.1	-10	-8	-0.7%	i	1	0.8	-0.27	0.55	-0.19	-6.8%
Cc1ccc(S(=O)(=O)N(C)CC(=O)N2CCN(C(=O)c3ccco3)CC2)cc1	x	x	-1.9	1183	-0.98	1062	4.9	3.1	5.6	11	1	0.7%	i	-2	-1	-0.2	-0.28	0.018	-3.5%
Cc1cc(C)c(NC(=O)C2=CCN(S(=O)(=O)c3ccc(F)cc3)CC2)c(C)c1	-16	718	0.3	545	0.25	1287	2.5	2.9	4.8	4	-3	-1.9%	i	4	-0.38	-0.19	0.63	0.51	-0.9%
Cn1c(=N)n(CC(=O)c2cccs2)c2ccccc21	x	x	-0.9	849	0.08	1426	3.5	1.7	5.8	11	19	1.2%	i	4	0.22	-0.21	0.47	0.86	-5.9%
C/C(=N/N=C1\SCC(=O)N1c1ccccc1)c1ccc(C)cc1	3	708	-1.5	1133	-0.11	1416	x	x	x	x	x	x	x	x	0.7	-0.24	0.42	-1	x
CCn1c(=O)c2c3c(sc2n(C)c1=O)CCC3	x	x	-4.2	957	0.12	1450	6.4	3.5	1.9	-20	-2	-1.8%	i	1	1.1	-0.21	0.62	-1.1	-1.6%
COC(=O)c1ccc(COc2cccc(C)c2C)cc1	6	676	0.3	1104	1.8	1705	8.3	2.4	6.7	-5	0	-0.5%	i	13	1.4	-0.12	1.5	-0.88	-2.4%
COc1ccccc1NCC(=O)N/N=C(\C)c1ccc(Br)s1	-3	658	-0.1	951	-0.18	1370	1.7	1.5	6.0	0	-22	-2.6%	i	14	0.65	-0.24	0.73	-0.77	3.1%
Cc1sc(NC(=O)c2ccccc2)c(C(c2ccccn2)N2CCN(CCO)CC2)c1C (stereo not drawn)	-2	709	0.9	951	1.1	936	2.7	3.2	4.4	9	5	-0.1%	i	5	-0.14	-0.26	0.32	0.39	-4.4%
CCc1nnc2c(N(C)C)nc3ccccc3n12	-2	700	0.2	563	-0.07	1387	5.0	3.8	7.7	0	-13	6.6%	i	2	3.1	-0.15	2	-1.9	0.2%
CCNc1nc(Oc2ccc(Cl)cc2Cl)cc(C(F)(F)F)n1	4	599	-0.8	1115	1.1	1973	1.6	2.2	9.9	52	25	-1.6%	i	28	-0.15	-0.42	0.11	0.034	-12%
NC(=O)c1ccc(Oc2ncc(C(F)(F)F)cc2Cl)cc1	x	x	-2.1	1083	0.04	1266	2.1	2.0	7.5	-8	12	-0.6%	i	13	0.23	-0.15	0.4	0.47	-3.7%
COc1cccc(-c2nc3ccccc3c(=O)n2NC(=O)c2cccnc2Cl)c1	0	656	-1.4	1089	0.98	1508	4.9	2.8	5.3	-16	-18	4.5%	i	-15	-0.72	-0.32	-0.67	1.3	-3.2%
COc1ccc(N(CC(=O)Nc2ccc3c(c2)OCCO3)S(=O)(=O)c2c(C)nn(C)c2C)cc1	x	x	-0.5	1127	-0.76	997	3.0	3.2	10	6	8	-0.9%	i	3	-0.17	-0.19	-0.061	-0.12	-9.9%

Single entries from the entries so far:
Under MT stabilizer Hoechst-high %, `Cc1sc(NC(=O)c2ccccc2)c(C(c2ccccn2)N2CCN(CCO)CC2)c1C` (stereo not drawn) has the entry 3.2
Under MT stabilizer cytotoxicity %, `CCc1nnc2c(N(C)C)nc3ccccc3n12` has the entry 7.7

Carrying on:
SMILES	Lipid droplet	Lipid droplet cells 6.5 µM	b-catenin transl	b-catenin transl cell count 5 µM	Insulin prom up	Insulin prom up cell count	MT stabilizer	MT stabilizer Hoechst-high %	MT stabilizer cytotoxicity %	WT yeast gro inh	WT yeast gro inh mutant strain	ER stress rescue	Autophagy mod	Autophagy mod cell loss 18 h	Dynein transport	Dynein transport cytoplasmic EGFP	Dynein transport nuclear GR-EGFP	Dynein transport cell count	XIAP displacement
CCOCCn1c(CN2CCN(CC)CC2)nc2c1c(=O)n(C)c(=O)n2C	-21	718	-0.6	586	0.21	1202	5.1	2.4	6.5	6	-10	-4.0%	i	3	0.22	-0.17	1.1	-0.75	-3.5%
COc1ccc2cc(/C(C)=N/NC(=O)C3CC3)ccc2c1	17	698	-4.1	1164	-0.4	1310	2.9	1.7	5.8	0	3	-0.1%	i	21	0.2	-0.0093	0.096	-0.18	-5.4%
O=C(CO/N=C/c1ccccc1OC(F)F)NCc1cccs1	1	665	x	x	-0.12	1310	3.3	2.2	0.2	7	-5	10%	i	11	1.3	-0.041	0.42	-0.82	-6.7%
COc1cccc(CC2(CO)CCCN(Cc3ccc(-c4ccco4)cc3)C2)c1 (stereo not drawn)	4	692	2.9	1053	2.3	1273	2.0	2.4	6.1	22	4	-1.7%	i	-40	-0.66	0.13	-0.38	-0.55	-8.6%
Cn1cccc1C(=O)OCC(=O)NC1CCS(=O)(=O)C1 (stereo not drawn)	14	709	0.1	1029	0.25	1273	5.4	1.6	7.3	-12	-1	-1.3%	i	0	-0.49	0.63	-0.13	0.53	-4.0%
CCCc1nnc(SCC(=O)N2CCCC2)n1Cc1ccco1	-13	735	-1.3	1451	0.16	1409	4.6	2.7	1.1	-8	5	-0.9%	i	4	0.13	-0.0083	0.0092	-0.19	2.0%
N/C(=N\OC(=O)c1ccc(Cl)cc1Cl)c1ccncc1	13	691	1.6	1129	-0.21	1012	x	x	x	x	x	x	x	x	0.39	-0.16	0.12	-0.17	x
C/C(=N\NC(=S)Nc1ccccc1C)c1cc2ccccc2o1	-7	680	-1.0	1360	-0.65	882	x	x	x	x	x	x	x	x	-0.5	-0.24	0.15	-0.38	x
O=C(c1ccccc1)c1cccc(NC(=O)c2ccc(Br)o2)c1	-3	812	3.9	983	0.61	866	2.0	1.0	9.3	31	37	0.0%	i	1	-0.08	-0.41	0.24	0.29	-8.1%
COc1cc(/C=C/C(=O)OCC(=O)Nc2ccc([N+](=O)[O-])cc2)ccc1O	6	666	-0.1	1280	0.21	1381	x	x	x	x	x	x	x	x	0.1	-0.15	-0.044	-1.2	x
CCOc1cc(-c2nc(-c3ccc(OC)cc3)no2)cc(OCC)c1OCC	x	x	-4.6	949	-1.2	984	1.6	1.4	7.9	-7	-4	-0.9%	i	3	-0.21	-0.17	-0.18	0.44	-6.6%
CCn1ccnc1CN(C)C(=O)CC1C(=O)NCCN1Cc1c(F)cccc1Cl (stereo not drawn)	33	753	-1.8	1199	0.87	1410	3.3	2.6	7.7	16	6	-1.2%	i	20	0.85	-0.26	0.33	-0.33	-2.7%
O=C(COC(=O)Cc1ccccc1F)Nc1cc(S(=O)(=O)N2CCOCC2)ccc1N1CCCC1	-6	668	0.9	1053	0.49	1230	3.3	2.1	7.8	-8	-3	1.0%	i	0	-0.73	-0.2	-0.53	0.19	-11%
